# High-throughput results: PubChem, several laboratories
# MEKK3 PB1 HTS: MEKK3-MEK5 PB1 interaction, increase or decrease. Q99759. bead-based flow cytometry, Alexa488-MEK5 binding to MEKK3; actives lie on both sides; 0 = blocked by unlabeled MEK5, 100 = vehicle. binding response (% of control), % at 10 µM. 290,000 compounds, 1.4% hits. AID 1529;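 active means binding response more than 3 SD above or below the average of its plate-row segment, actives on both sides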;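 further: Alexa488 bead fluorescence after subtracting the streptavidin-only scavenger bead signal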
# Target sequence (Q99759 whole entry, looked up): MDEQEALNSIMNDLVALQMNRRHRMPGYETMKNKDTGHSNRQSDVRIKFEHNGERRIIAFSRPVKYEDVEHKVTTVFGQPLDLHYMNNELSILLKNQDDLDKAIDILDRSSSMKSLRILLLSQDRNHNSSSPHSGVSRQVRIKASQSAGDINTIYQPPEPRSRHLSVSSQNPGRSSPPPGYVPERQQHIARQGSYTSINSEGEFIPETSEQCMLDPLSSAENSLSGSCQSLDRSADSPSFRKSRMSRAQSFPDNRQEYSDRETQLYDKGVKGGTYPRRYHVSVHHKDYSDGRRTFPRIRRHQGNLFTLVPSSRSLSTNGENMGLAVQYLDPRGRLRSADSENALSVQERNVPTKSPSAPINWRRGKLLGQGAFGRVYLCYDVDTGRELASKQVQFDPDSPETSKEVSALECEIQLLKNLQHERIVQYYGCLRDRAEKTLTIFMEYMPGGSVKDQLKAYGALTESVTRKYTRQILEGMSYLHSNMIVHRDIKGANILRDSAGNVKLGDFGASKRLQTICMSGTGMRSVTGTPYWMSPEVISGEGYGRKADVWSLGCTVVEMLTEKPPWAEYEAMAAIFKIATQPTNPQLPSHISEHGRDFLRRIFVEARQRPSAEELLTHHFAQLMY
# MEKK2wt PB1 HTS: raises or lowers MEK5 binding to wildtype human MEKK2 PB1 domain. bead flow cytometry, Alexa488-MEK5 binding to MEKK2 WT; actives lie on both sides. binding response (% of control), % at 10 µM. 290,000 compounds, 1.1% hits; in the data active means binding response below about 67% or above about 130%
# GPR7 antagonist: antagonists of human GPR7 (neuropeptides B/W receptor 1); P48145; GPR7-expressing cells, fluorescence antagonist assay; inhibition, % at 4.4 µM; 290,000 compounds, 1.1% hits; in the data active means inhibition above about 16%, passing the limit was not always enough;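 further: cells stimulated with the agonist NPW; 0% = agonist with vehicle and 100% = vehicle without agonist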
# Target sequence (P48145 whole entry, looked up): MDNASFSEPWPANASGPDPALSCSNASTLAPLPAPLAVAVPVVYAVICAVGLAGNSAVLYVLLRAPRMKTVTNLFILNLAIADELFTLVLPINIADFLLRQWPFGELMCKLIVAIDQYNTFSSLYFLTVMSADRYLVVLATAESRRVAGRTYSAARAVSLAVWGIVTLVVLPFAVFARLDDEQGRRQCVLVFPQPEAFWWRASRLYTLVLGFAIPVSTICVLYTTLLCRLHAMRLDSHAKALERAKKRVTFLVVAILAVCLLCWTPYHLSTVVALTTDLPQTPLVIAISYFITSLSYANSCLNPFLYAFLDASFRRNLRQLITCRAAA
# DNA FID counter: fluorescent intercalator displacement, NS3 helicase counter-screen; DNA fluorescent intercalator displacement, fluorescence; 290,000 compounds, 0.17% hits; inhibition, % at 7.9 µM; AID 1845; in the data active means inhibition above about 37%;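 further: 0% = vehicle and 100% = reference compound; higher means more ethidium bromide displaced from hairpin DNA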
# MEKK2mut PB1 HTS: signal of MEK5 binding to mutant human MEKK2 PB1 domain. percent response, % at 10 µM. bead flow cytometry, Alexa488-MEK5 binding to MEKK2 mutant. 290,000 compounds, 0.35% hits; in the data active means percent response above about 24%, passing the limit was not always enough; further: inactives centre near 1; some results filed as inactive read as strong as hits; reference of the scale not given here
# OXTR ag: human OXTR agonism; P30559; CHO-OTR cells, Fluo-8 calcium fluorescence; normalized: DMSO 0%, oxytocin 100%; activation, % at 3 µM; 320,000 compounds, 0.32% hits; AID 2435;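 active means activation above the mean of all tested compounds plus 3 SD, cutoff set per screening run, cut at about 20% in these data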;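 further: peak over basal fluorescence ratio from a 100 s FLIPR kinetic read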
# PHOSPHO1 inh: inhibitors of human PHOSPHO1 phosphatase; Q8TCT1; recombinant PHOSPHO1, absorbance phosphatase assay; inhibition, % at 13.3 µM; 290,000 compounds, 1.1% hits; in the data active means inhibition above about 60%
# M18AAP inhibitor: PfM18AAP enzyme inhibition. inhibition, % at 7.35 µM. 290,000 compounds, 1.2% hits. recombinant PfM18AAP, H-Glu-NHMec fluorogenic cleavage;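 active means inhibition above the campaign mean inhibition over all tested compounds plus 3 SD, cut at about 28% in these data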;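 further: 0% = plate median of test compound wells and 100% = 2 mM ZnCl2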
# NALP1 yeast inh: NALP1 inhibition. S. cerevisiae NALP1/ASC/caspase-1 growth, X-gal OD620, 72 h. inhibition, % at 10 µM. 280,000 compounds, 0.61% hits; in the data active means inhibition mostly above about 24%, no sharp cut-off; inactive means mostly below about 32%; further: some compounds called inactive have numbers as strong as hits
# Numbers without * were called inactive; · = not tested or not shown.
SMILES,MEKK3 PB1 HTS,MEKK2wt PB1 HTS,GPR7 antagonist,DNA FID counter,MEKK2mut PB1 HTS,OXTR ag,PHOSPHO1 inh,M18AAP inhibitor,NALP1 yeast inh
Cn1c(C(=O)NCCN2CCN(c3ccccc3F)CC2)cc2c(=O)n(C)c3ccccc3c21,·,·,10,1,·,-0.9,-14,-11,·
NNC(=O)Cc1cn(-c2ncc(C(F)(F)F)cc2Cl)c2ccccc12,104,98,-1,-17,7,-0.9,11,-6,-4
CC1(C)Cc2ccccc2C(/C(C#N)=N/O)=N1,104,91,-5,-5,-7,-0.1,4,4,-16
S=C(NCc1ccccc1)Nc1cccc2cnccc12,97,95,6,-3,-6,7.9,-4,9,-7
C/C(=N/NC(=O)CCC(=O)Nc1cccc(Cl)c1)c1ccc(C)cc1,100,100,6,-10,1,-0.6,-11,-13,33
CCOC(=O)c1c(C)[nH]c(C)c1S(=O)(=O)N1CCCCC1,97,92,4,-9,-4,1.5,7,-8,11
C[N+](C)(CC#Cc1ccccc1)CC(=O)c1ccc(Cl)cc1,93,99,0,4,-3,0.1,-15,-16,37
OCC1(Cc2ccc(F)cc2)CCCN(CCCC(F)(F)F)C1 (stereo unspecified),112,117,-3,4,11,-1.3,8,0,17
Cc1cccc(-c2noc(CNS(=O)(=O)c3ccccc3)n2)c1,98,96,2,-17,-5,-0.4,26,-1,14
COc1ccccc1NC(=O)Nc1cc(F)ccc1F,106,104,4,-1,3,-1.0,25,3,5
COc1ccc(NC(=O)NC(=O)c2cc(OCC(F)(F)F)ccc2OCC(F)(F)F)cc1,100,99,-2,-5,8,-1.0,43,-1,0
COc1ccc2cc(C#N)c(N3CCN(Cc4nnnn4CCC(C)C)CC3)nc2c1,98,102,-9,10,2,-1.1,14,-12,30
COc1cc(C)c(C)cc1S(=O)(=O)N1CCCCC1c1cccnc1 (stereo unspecified),102,103,-6,-28,3,-0.4,-14,-5,3
O=C(CSc1nnc(-c2cccc(F)c2)o1)Nc1nncs1,63,62,6,-12,-18,-0.5,2,50*,-12
Clc1ccc2nncn2n1,84,89,-6,-1,-4,0.3,28,0,-5
O=C1CCN(Cc2ccc(Br)cc2)CCN1CCO,101,99,1,-18,1,-0.3,4,0,21
OCC[C@@H]1C[C@H](O)[C@@H](O)[C@@]2(Cc3ccccc3CCO2)O1,103,102,-6,-6,-3,0.1,25,-1,32
O=C(NCc1cccs1)c1ccc(Br)o1,106,108,-5,2,1,-1.4,26,2,20
COc1ccccc1/C=C/C(=O)NCC(=O)N/N=C/c1cccnc1,123,106,-9,-8,-1,-0.6,2,3,29
CC(=O)Oc1ccccc1C(=O)N(C1CCCCC1)C1CCCCC1,95,94,-12,-28,4,-2.0,8,4,22
COc1cc(S(=O)(=O)NC2CCCCC2C)ccc1Cl (stereo unspecified),104,106,-7,-11,7,-1.0,0,7,30
O=C(NCCc1ccc2c(c1)OCCO2)c1ccc(F)cc1,101,111,-7,-3,13,1.7,-6,0,32
CCOC(=O)Cn1cnc([N+](=O)[O-])n1,102,101,-3,-4,2,·,-34,9,·
COc1ccc(Cc2nnc(N/N=C/c3ccc(Br)cc3)[nH]c2=O)cc1OC,93,95,-11,-6,-15,0.5,37,-8,-7
CCCCC1OC23CCCCC2C(C#N)(C(=N)O3)C1(C#N)C#N (stereo unspecified),104,105,-2,0,12,0.9,1,7,14
CN(C)S(=O)(=O)c1ccc(NC(=O)c2cc3ccccc3o2)cc1,101,98,-21,-18,-1,0.8,-28,1,22
COCCN1Cc2cccc(C(=O)Nc3ccc(S(=O)(=O)N4CCOCC4)cc3)c2C1=O,73,72,14,5,-24,0.1,-29,-16,-5
COc1ccc(/C=C/C(=O)c2ccc(O)cc2)cc1COc1ccc(F)cc1,99,93,-6,3,-4,-0.4,4,2,-7
N#Cc1ccc(-c2cccnc2)nc1SCC(=O)c1ccccc1,90,88,0,1,1,14,16,14,14
CC1CN(C(=O)COC(=O)c2ccc(Cl)c(N)c2)CC(C)O1 (stereo unspecified),101,107,-7,-10,7,-0.1,23,-4,-11
Cn1cc(S(=O)(=O)NCc2ccco2)c(=O)n(C)c1=O,105,113,1,7,10,2.3,-2,0,-20
O=C(NCCN1C(=O)C2C3C=CC(C3)C2C1=O)N1CCOCC1 (stereo unspecified),100,98,-15,0,-1,0.1,-6,-5,21
Fc1cccc(F)c1/C=N/Nc1ccccn1,99,98,-13,-1,-3,-1.7,20,-10,8
Cc1ccc(NC(=O)CSc2nnc([C@H](C)NC(=O)OC(C)(C)C)o2)c(C)c1,100,97,-6,-27,1,-1.6,6,5,10
CCN(CC)c1ccc(NC(=O)COc2ccccc2C)cc1S(=O)(=O)Nc1ccccc1OC,97,102,13,-8,1,-0.2,-16,20,18
Cc1cc(OC(C)C(=O)NCc2cccnc2)c2c(C)c(C)c(=O)oc2c1 (stereo unspecified),101,98,-8,-16,3,0.8,8,-8,4
CC1Cc2ccccc2N1C(=O)c1ccc(N2CCCC2)c([N+](=O)[O-])c1 (stereo unspecified),113,109,-12,-17,28,-1.8,4,3,8
Cc1nnc(SCc2nnc(-c3ccccc3)o2)n(N)c1=O,98,102,17,2,4,-1.0,-37,4,12
Cc1cc(C(=O)NCCc2ccc(Cl)cc2)no1,88,94,-3,1,-2,1.6,35,4,14
Nc1cc(=O)[nH]c(SCC(=O)Nc2ccccc2-c2ccccc2)n1,101,94,0,-3,-5,0.1,17,8,12
NS(=O)(=O)c1ccc(NC(=S)N2CCc3ccccc32)cc1,103,104,3,-1,0,0.3,33,-1,12
O=C(COC(=O)COc1ccc(Br)cc1)NCCC1=CCCCC1,101,106,2,-10,13,-1.3,-4,4,28
Cc1cccc(N(C(=O)CNC(=O)c2ccco2)C(C(=O)NC2CCCC2)c2cccnc2)c1C (stereo unspecified),100,96,-12,-35,-1,-0.3,28,-1,9
Cc1oc2ccc(NS(=O)(=O)c3ccc(C(C)(C)C)cc3)cc2c1C(=O)Nc1ccccc1,104,94,-11,-15,1,-1.2,22,4,-24
COc1ccc(/C=C(\NC(=O)c2ccc(OC)cc2)C(=O)Nc2cccc(C(=O)O)c2)cc1,105,102,-2,-36,-1,·,-12,-5,20
CC(C)OC(=O)c1cc(C(=O)c2cc(Cl)ccc2O)coc1=N,102,101,-14,-9,2,1.1,18,-6,-9
CCN(CC)C(=O)c1ccc(-c2ccccc2)cc1,100,101,2,-12,0,-1.9,0,4,24
O=C(COC(=O)c1ccncc1)NCc1ccccc1,103,103,-5,2,4,0.5,28,1,7
O=C(/C=C/c1ccccc1)NC(NC(=S)Nc1cc(Cl)ccc1Cl)C(Cl)(Cl)Cl (stereo unspecified),107,114,-7,1,8,6.1,4,7,23
S=C1NC[C@H](c2ccccc2)N1CCCCC1CCCCC1,92,85,·,·,1,-0.7,20,·,·

# The listing continues.
SMILES,MEKK3 PB1 HTS,MEKK2wt PB1 HTS,GPR7 antagonist,DNA FID counter,MEKK2mut PB1 HTS,OXTR ag,PHOSPHO1 inh,M18AAP inhibitor,NALP1 yeast inh
Cc1cc([N+](=O)[O-])nn1CCCC(=O)Nc1sc2c(c1C(N)=O)CCCC2,92,93,-5,-1,-2,-0.1,58,9,21
CC(C)C(=O)Nc1ccc(C(=O)Nc2nnc(C(C)(C)C)s2)cc1,114,110,-6,-18,0,0.6,4,7,-72
COC(=O)Cn1c(O)c(N=NC(=O)OC)c2ccccc21,103,102,-12,-2,4,-0.5,4,3,-53
Cc1ccc[n+](-c2[nH]c(=O)sc2/C=N/N=C(\[O-])CCn2c3ccccc3c3ccccc32)c1,105,104,-14,-8,4,0.3,28,-3,12
CC(C)c1nnc(NC(=O)CCC(=O)N2CCN(Cc3ccc(F)cc3)CC2)s1,99,101,1,-45,-5,0.4,17,-2,10
O=c1cc(-c2ccc(C3CCCCC3)cc2)[nH][nH]1,90,76,-14,-6,-11,0.8,34,-4,5
Clc1ccccc1-c1nnc2n1CCCCC2,97,100,-1,-1,0,-0.9,7,-1,-11
O=C(CCc1nc2ccccc2s1)N1CCN(S(=O)(=O)c2cccs2)CC1,100,98,-5,-23,1,-0.3,-8,-16,22
CCOC(=O)c1cnc2c(-c3ccccc3)c(-c3ccccc3)nn2c1C,104,105,-36,-12,2,0.7,42,-6,-7
CN(C)c1ccc(/C=C/c2cc[n+](C)cc2)cc1,97,28*,10,-58,16,4.7,102*,19,-2
COc1ccccc1-n1c(SCC(=O)NC(C)(C)C)nc(O)c(Cc2ccccc2)c1=O,94,101,-5,-18,1,0.4,37,1,-16
CC1(C)CC(OC(=O)c2ccco2)CC(C)(C)N1O,104,106,-9,4,11,0.1,26,-2,3
Cc1cc(N2C(=O)C(=O)/C(=C(/O)c3ccc(F)cc3)C2c2ccc(F)cc2)no1 (stereo unspecified),109,116,5,-33,7,-0.9,2,15,9
N/C(=N\OC(=O)c1ccc(Cl)cc1)c1nonc1N,105,105,7,8,7,-0.4,-10,0,34
O=C1c2ccccc2CCC12N=NCC2c1ccc(Cl)cc1 (stereo unspecified),101,91,-7,-14,1,-2.4,45,2,6
Cc1ccc(CN2CCN(/N=C/c3ccc(N(C)C)cc3)CC2)cc1,103,105,-11,-2,1,-0.8,-8,3,5
CC1CN(CCOc2ccc(F)cc2)CC(C)O1 (stereo unspecified),99,100,-16,2,1,1.2,8,-1,-6
C#CCOCCOCCOCCNc1nc(N2CCOCC2)nc(N2CCN(C(=O)[C@H](CCCCN)n3cc([C@@H](N)CC(C)C)nn3)CC2)n1,107,118,-19,34,12,0.9,40,5,-9
O=C(c1coc2ccc(O)c(CN3CCOCC3)c12)C1CC1,105,111,-8,3,7,0.4,21,11,-3
CCC(=O)N(Cc1cccs1)C1CCOC(C)(C)C1 (stereo unspecified),107,101,-10,-2,5,4.0,11,0,-4
CCc1cc2cc(C)ccc2nc1SCC(=O)NNC(=O)c1ccco1,101,97,-9,-34,1,-1.3,39,9,2
COc1ccc(S(=O)(=O)N2CCC(C(=O)N3CCOCC3)CC2)cc1Cl,99,92,-5,-9,-8,1.8,17,-8,12
CC(=O)c1c(O)cc(C)n(-c2ccc(F)cc2)c1=O,102,103,-5,-1,2,1.9,33,-5,29*
Fc1ccc2c(c1)c1n[nH]c(=S)nc1n2CCc1ccccc1,98,96,9,-11,2,·,-8,3,-14
C/C(=N\N1CCN(c2ccc(Cl)cc2)CC1)c1cccc([N+](=O)[O-])c1,105,120,-13,0,9,0.0,18,-5,4
CCOc1cc(N2CCOCC2)c(OCC)cc1NC(=O)Cn1cnc2c(=O)n(C)c(=O)n(C)c21,100,99,1,-2,-5,-0.1,16,-8,12
CCOc1ccc(N(CC(=O)Nc2c(C)n(C)n(-c3ccccc3)c2=O)S(=O)(=O)c2ccc(F)cc2)cc1,101,102,-10,-50,3,·,51,1,3
